Assay outcomes (PubChem)
Y pestis TopoI: Yersinia pestis topoisomerase I inhibitors, primary screen, biochemical, cleavage product accumulation, plate reader, single point | DNA topoisomerase I (Yersinia pestis CO92) | Y. pestis Topo-I cleavage product accumulation | hit rate 0.064% among 360,000 | activity, % at 10 µM; in the data active = activity above about 50%, passing the limit was not always enough; inconclusive = no clear call, values can overlap the other calls; note: inactives centre near 2
Anthrax LF inh2: Bacillus anthracis LF protease inhibitors, primary screen, biochemical, multiplex microsphere, MLPCN library. Lethal factor (Bacillus anthracis), P15917. multiplex microsphere protease cleavage assay. inhibition, % at 10 µM. hit rate 0.12% among 360,000. AID 588501, 2011; note: plate controls were buffer without enzyme for full effect and enzyme alone for no effect
Target sequence (P15917 whole entry, looked up): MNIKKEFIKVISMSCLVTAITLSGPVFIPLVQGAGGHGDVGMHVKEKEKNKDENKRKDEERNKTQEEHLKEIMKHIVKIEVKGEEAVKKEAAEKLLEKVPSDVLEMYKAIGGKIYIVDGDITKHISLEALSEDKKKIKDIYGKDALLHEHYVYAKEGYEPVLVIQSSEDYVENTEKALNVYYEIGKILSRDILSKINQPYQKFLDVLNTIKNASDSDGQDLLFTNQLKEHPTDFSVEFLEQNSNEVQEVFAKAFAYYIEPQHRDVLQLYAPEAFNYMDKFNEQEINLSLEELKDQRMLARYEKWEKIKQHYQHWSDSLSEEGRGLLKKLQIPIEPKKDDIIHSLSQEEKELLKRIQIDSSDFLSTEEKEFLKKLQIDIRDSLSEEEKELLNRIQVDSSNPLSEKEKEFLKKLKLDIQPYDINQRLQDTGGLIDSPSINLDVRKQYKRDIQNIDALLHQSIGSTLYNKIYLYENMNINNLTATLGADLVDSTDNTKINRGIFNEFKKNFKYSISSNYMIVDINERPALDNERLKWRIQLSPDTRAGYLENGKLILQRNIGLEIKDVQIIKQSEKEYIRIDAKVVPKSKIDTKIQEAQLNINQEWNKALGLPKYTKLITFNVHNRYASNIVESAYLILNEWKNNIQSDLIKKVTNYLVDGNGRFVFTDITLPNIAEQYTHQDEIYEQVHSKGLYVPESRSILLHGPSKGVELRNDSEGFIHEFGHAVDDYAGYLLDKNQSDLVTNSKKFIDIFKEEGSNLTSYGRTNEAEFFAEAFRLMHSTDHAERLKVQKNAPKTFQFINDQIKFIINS
PrPC TRFRET: inhibitors of human cell surface prion protein PrPC, primary screen, cell-based, TR-FRET; Major prion protein (Homo sapiens), P04156; TR-FRET read-out; inhibition, % at 13.8 µM; hit rate 0.43% among 370,000; AID 720596, 2013; in the data active = inhibition above about 24%; note: 0% = median of the test wells and 100% = reference compound wells
PfHsp40 yeast: rescue of yeast from PfHsp40 toxicity, primary screen, S. cerevisiae, ATP luminescence. growth rescue, % at 12.5 µM. S. cerevisiae expressing PfHsp40, growth rescue. hit rate 0.68% among 340,000; in the data active = growth rescue above about 28%, passing the limit was not always enough; inconclusive = no clear call, values can overlap the other calls;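 note: yeast W303a lacking pdr1 and pdr3 grown in galactose medium; growth measured after three days at 30 °C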
FadD28 FP inh: inhibitors of FadD28 bisubstrate probe binding, primary screen, biochemical, fluorescence polarization, single point. inhibition, % at 12.5 µM. hit rate 0.22% among 360,000; in the data active = inhibition above about 8.5%, passing the limit was not always enough; inconclusive = no clear call, values can overlap the other calls
BoNT-F LC inh: BoNT/F light chain protease inhibitors, primary screen, biochemical, flow cytometry, MLPCN library; Botulinum neurotoxin type F light chain protease (Clostridium botulinum); hit rate 0.22% among 360,000; inhibition, % at 10 µM; Multiplex microsphere protease cleavage assay; in the data active = inhibition above about 35%, passing the limit was not always enough; inconclusive = no clear call, values can overlap the other calls; note: plate controls were buffer without enzyme for full effect and enzyme alone for no effect
BoNT-A LC inh2: BoNT/A light chain protease inhibitors, primary screen, biochemical, flow cytometry, MLPCN library; multiplex microsphere protease substrate cleavage; inhibition, % at 10 µM; hit rate 0.17% among 360,000; note: plate controls were buffer without enzyme for full effect and enzyme alone for no effect
TcdB inh: TcdB glycohydrolase inhibitors, primary screen, biochemical, single point, plate reader | Toxin B (Clostridioides difficile), P18177 | hit rate 0.24% among 350,000 | AID 652162, 2013 | inhibition, % at 9.99 µM | TcdB glycohydrolase enzymatic assay; in the data active = inhibition above about 10%
CCHFV vOTU inh: CCHFV vOTU protease inhibitors, primary screen, biochemical, Pep-AMC substrate, fluorescence | inhibition, % at 11.5 µM | Crimean-Congo hemorrhagic fever virus L polyprotein viral ovarian tumor (vOTU) protease … | AID 651958, 2012 | hit rate 0.55% among 370,000; in the data active = inhibition above about 30%; note: 0% = vehicle wells with enzyme and 100% = no enzyme wells
* hit, by the source's call; ? = inconclusive; . = not tested or not shown. Cut-off read from the data, not from the text of the source, unless noted: active = inhibition above about 30%; inconclusive = no clear call, values can overlap the other calls; inactive = below that.

SMILES | Y pestis TopoI | Anthrax LF inh2 | PrPC TRFRET | PfHsp40 yeast | FadD28 FP inh | BoNT-F LC inh | BoNT-A LC inh2 | TcdB inh | CCHFV vOTU inh
COc1cc(C(=O)OCC(=O)NC2CC2)ccc1OCCC(C)C | -2 | -11 | 6 | -0.6 | -2.6 | -2 | -0.4 | 0.1 | 3
COc1ccc(NC(=O)CN2C(=O)NC(C)(c3ccc4c(c3)OCO4)C2=O)cc1S(N)(=O)=O (stereo not drawn) | 1 | 6 | -3 | 1.2 | -4.2 | 5 | -0.1 | 0.0 | -5
O=C(O)CSc1nnc(Nc2ccccc2)n1-c1ccccc1 | 5 | -2 | 3 | 0.8 | -2.3 | -4 | -0.8 | -1.7 | 3
N#Cc1ccc(NC(=O)COC(=O)CCc2ccc(S(=O)(=O)N3CCCCC3)cc2)cc1 | 1 | -3 | 11 | -1.1 | -2.0 | 3 | -0.5 | -1.1 | -2
O=C(CCNS(=O)(=O)c1cccc2nsnc12)N1CC(=O)N(CCc2ccccc2)C(=O)C1 | 13 | -3 | -17 | -1.0 | -2.6 | -7 | ? | . | -6
CNc1ncnc2c1ncn2[C@H]1CN(Cc2cccc3ccccc23)C[C@@H](CO)O1 | 8 | -5 | 7 | . | -3.6 | -3 | -0.1 | 1.9 | -10
COc1cc(OC)cc(C(=O)N2CCCc3ccccc32)c1 | 7 | -1 | -3 | -0.2 | -20 | -4 | 0.3 | 0.6 | 7
Cc1ccc(C(=O)COC(=O)CN2C(=O)C3C4CCC(C4)C3C2=O)cc1[N+](=O)[O-] (stereo not drawn) | -2 | -2 | 0 | -0.3 | -0.3 | 6 | 0.9 | -9.7 | 7
N#C/C(=C1/CCCCCN1)c1nnc2n1CCCCC2 | 8 | 0 | 8 | -0.6 | 0.7 | 10 | 0.9 | 1.5 | 8
COc1cc2c(cc1OC)CN(CC(=O)Nc1ccc3c(c1)OCO3)CC2 | -3 | 0 | 6 | -0.7 | -0.3 | -10 | 1.3 | . | 8
O=[N+]([O-])c1ccc(N2CCNCC2)c(S(=O)(=O)N2CCOCC2)c1 | -3 | -1 | -28 | -1.0 | -0.6 | -8 | -0.6 | 0.1 | -5
C=CCOc1c(Cl)cc(CNCCCN2CCOCC2)cc1OC | -8 | 25 | 7 | -1.1 | -4.7 | -8 | -1.3 | 0.1 | -4
O=C(CN(c1cccc([N+](=O)[O-])c1)S(=O)(=O)c1ccccc1)NCc1ccccc1 | -5 | -7 | -5 | -0.7 | -1.4 | -15 | -1.6 | 1.7 | -8
CN1CCN(/N=C/c2ccc(-c3ccc([N+](=O)[O-])cc3Cl)o2)CC1 | -8 | -4 | -35 | 0.9 | 0.3 | 0 | 0.4 | 2.0 | -6
CC1=Nn2c(nnc2-c2ccc(F)cc2)SC1 | -3 | 0 | -3 | 0.8 | -2.8 | 4 | 0.2 | . | 2
O=C(NCCNC(=O)c1cc(Cl)ccc1Cl)c1ccccn1 | 1 | 2 | -9 | 0.4 | 0.0 | 0 | -2.5 | -0.6 | -5
C[C@@H]1CC2OC(=O)[C@@]3(C)C(=O)CC[C@@](C)(C23)[C@@]1(O)CCc1ccoc1 (stereo partly drawn) | 2 | 0 | -1 | -1.6 | . | -1 | 0.2 | 0.6 | 1
CCc1cccc(CC)c1N1C(=O)CC(Sc2ccccc2N)C1=O (stereo not drawn) | 1 | 5 | 9 | . | -1.3 | -8 | -0.7 | 1.6 | 0
Cc1ccc(C(=O)Oc2coc(CSc3nnc(NC(=O)c4cccs4)s3)cc2=O)cc1C | 6 | -1 | 11 | 0.0 | -1.4 | -2 | -0.1 | . | -4
CN(C)c1cccc(C(=O)Nc2nc3ccccc3[nH]2)c1 | -9 | -2 | 7 | -0.5 | -2.9 | -2 | 0.3 | -0.6 | 3
O=C(O)CCC(=O)NCCc1cccc(Cl)c1 | 6 | -4 | -6 | 0.6 | -4.1 | -5 | -1.0 | 3.4 | 3
CC(C)CN1C2CCCC1CC(NC(=O)c1ccc([N+](=O)[O-])cc1)C2 (stereo not drawn) | -7 | 4 | -17 | -1.7 | 0.4 | -3 | 2.4 | 2.0 | 2
CC1CCN(CC(=O)Nc2ccc(Cl)cc2[N+](=O)[O-])CC1 | 18 | -4 | 7 | 0.2 | -2.3 | -4 | -0.8 | 0.4 | -12
Cc1ccc(NC(=O)C(C)OC(=O)CCN=C2NS(=O)(=O)c3ccccc32)cc1 (stereo not drawn) | -1 | -3 | -3 | 1.1 | -2.2 | 7 | 1.1 | 1.0 | -2
Cc1ccc2nc(NC(=O)COC(=O)c3ccncc3)sc2c1 | -2 | -1 | 2 | -0.8 | -4.4 | 0 | -0.3 | 1.1 | 3
C#CCSc1nnc(-c2ccccc2)c(=O)[nH]1 | 1 | 4 | -13 | -0.7 | -1.7 | -7 | 0.0 | . | 7
CC(=O)N1CCC2(CC1)C(C#N)=C(N)Oc1n[nH]c(CSc3ccc(C)cc3)c12 | 2 | -4 | -7 | -0.7 | -1.1 | -5 | -0.9 | . | -11
COc1ccc(Cl)cc1NC(=O)CCN1C(=O)C2CC=CCC2C1=O (stereo not drawn) | 0 | 1 | 9 | 0.8 | -3.0 | -4 | 1.6 | 0.6 | -3
Cc1ccccc1N1CCN(c2ncnc3scc(-c4cccs4)c23)CC1 | 2 | -10 | 1 | 0.1 | -0.3 | 0 | 1.7 | 0.8 | -1
CC1CC1C(=O)OCC(=O)NCc1ccccc1 (stereo not drawn) | 4 | . | -6 | -0.7 | 0.2 | . | . | 0.3 | -8
COc1cccc(/C=C/C(=O)OCC(=O)NCCC2=CCCCC2)c1 | 36 | -6 | -5 | 1.4 | -2.6 | 2 | -0.7 | 0.2 | 6
COC(=O)c1c(Cl)c2n3ccccc3c(C)c(-c3ccccc3)c-2c1C(=O)OC | -8 | -1 | 4 | 0.3 | -0.1 | 9 | 6.9 | -12 | 14
C=CCn1c(CSCc2ccc(C)cc2)nnc1SCC(=O)NCc1ccccc1 | 20 | -4 | 6 | 0.1 | -3.3 | -1 | -1.1 | . | 10
COc1ccc(-c2ccc3c(N)c(C(=O)c4cccc(OC)c4)sc3n2)cc1 | 3 | 14 | -6 | 1.1 | -1.2 | 19 | 23 | . | 3
COC(=O)c1ccc(-n2cc(-c3ccc(OC)cc3)[nH]c2=S)cc1 | 7 | -3 | -2 | 2.0 | 0.5 | 2 | 0.5 | . | -11
COc1ccc(OCCNS(=O)(=O)c2cccc([N+](=O)[O-])c2)cc1 | -3 | -4 | -5 | 0.2 | -3.4 | -4 | -0.1 | 2.8 | -6
CC1CCCC(NCC(=O)Nc2ccc(C(N)=O)cc2)C1C (stereo not drawn) | 3 | -3 | -2 | -1.7 | 1.4 | -2 | 0.3 | 1.3 | -7
COc1cc(CC(=O)Nc2ccccc2N2CCCCC2)cc(OC)c1OC | 12 | -4 | -4 | 0.3 | -0.7 | 7 | -0.4 | 1.7 | 12
O=C1C2C(C(=O)N1c1nccs1)C1C=CC2C12CC2 (stereo not drawn) | -2 | 1 | -3 | 0.4 | -2.2 | -2 | 0.4 | -1.5 | -2
CC(Sc1nnc(Cc2ccccc2)o1)C(=O)Nc1ccccc1[N+](=O)[O-] (stereo not drawn) | 0 | -2 | -13 | 0.1 | -1.2 | -12 | -12 | 0.5 | -6
O=C(NCCN1CCOCC1)c1cc([N+](=O)[O-])cc([N+](=O)[O-])c1 | -3 | -13 | -69 | -1.6 | -4.6 | 4 | 1.4 | 0.1 | 7
CC(C)c1ccc(CCNC(=O)CCNS(=O)(=O)c2ccc(Br)cc2)cc1 | 21 | -6 | 3 | 0.4 | 0.8 | -1 | -3.0 | -1.2 | -3
Cc1ccc(S(=O)(=O)N2CCC(=O)N(C(COCc3cccc(C(F)(F)F)c3)Cc3ccccc3)CC2)cc1 (stereo not drawn) | 22 | -2 | 6 | 4.9 | -4.2 | 2 | -0.3 | -0.2 | 17
Cc1ccc(/C=N/NC(=O)c2cc3c(ccc4ccccc43)o2)o1 | 16 | -2 | -3 | -0.6 | -1.6 | 11 | 3.5 | 1.6 | -6
COc1ccc(C(=O)CC(c2ccccc2)C2C(=O)CCCC2=O)cc1 (stereo not drawn) | -7 | -8 | 0 | 0.0 | -4.2 | 1 | 1.3 | . | -2
Cc1cccc(-n2ccnc2SCC(=O)Nc2nccs2)c1C | 1 | -6 | 8 | 0.8 | -1.6 | ? | 0.4 | . | 0
C=CCSc1nc2c(c(C3CC=CCC3)c1C#N)CCC2 (stereo not drawn) | 4 | 2 | -4 | -0.5 | 0.5 | -12 | 0.7 | . | -9
CCCNC(=O)NC(=O)CSc1nc2ccccc2n1CC(C)C | -6 | 0 | 4 | -0.5 | -1.5 | -1 | 0.7 | 2.4 | 4
O=C(CSc1nc2c(sc3ccccc32)c(=O)n1CCO)NCC1CCCO1 (stereo not drawn) | -3 | -4 | -1 | -1.3 | -3.0 | -3 | -0.6 | . | -7
CN(CC(=O)Nc1ccc(F)cc1)S(=O)(=O)c1ccc2c(c1)c(=O)n(C)c(=O)n2C | -10 | -2 | -9 | 0.6 | -0.5 | 5 | 0.7 | 0.4 | 9
O=C(NC1=CC(=O)c2ccccc2C1=O)c1ccccc1 | -3 | -6 | -6 | 300* | -2.8 | -4 | -0.1 | -1.2 | 101*

By substructure, those above with a nitro group on carbon
SMILES | Y pestis TopoI | Anthrax LF inh2 | PrPC TRFRET | PfHsp40 yeast | FadD28 FP inh | BoNT-F LC inh | BoNT-A LC inh2 | TcdB inh | CCHFV vOTU inh
Cc1ccc(C(=O)COC(=O)CN2C(=O)C3C4CCC(C4)C3C2=O)cc1[N+](=O)[O-] (stereo not drawn) | -2 | -2 | 0 | -0.3 | -0.3 | 6 | 0.9 | -9.7 | 7
O=[N+]([O-])c1ccc(N2CCNCC2)c(S(=O)(=O)N2CCOCC2)c1 | -3 | -1 | -28 | -1.0 | -0.6 | -8 | -0.6 | 0.1 | -5
O=C(CN(c1cccc([N+](=O)[O-])c1)S(=O)(=O)c1ccccc1)NCc1ccccc1 | -5 | -7 | -5 | -0.7 | -1.4 | -15 | -1.6 | 1.7 | -8
CN1CCN(/N=C/c2ccc(-c3ccc([N+](=O)[O-])cc3Cl)o2)CC1 | -8 | -4 | -35 | 0.9 | 0.3 | 0 | 0.4 | 2.0 | -6
CC(C)CN1C2CCCC1CC(NC(=O)c1ccc([N+](=O)[O-])cc1)C2 (stereo not drawn) | -7 | 4 | -17 | -1.7 | 0.4 | -3 | 2.4 | 2.0 | 2
CC1CCN(CC(=O)Nc2ccc(Cl)cc2[N+](=O)[O-])CC1 | 18 | -4 | 7 | 0.2 | -2.3 | -4 | -0.8 | 0.4 | -12
COc1ccc(OCCNS(=O)(=O)c2cccc([N+](=O)[O-])c2)cc1 | -3 | -4 | -5 | 0.2 | -3.4 | -4 | -0.1 | 2.8 | -6
CC(Sc1nnc(Cc2ccccc2)o1)C(=O)Nc1ccccc1[N+](=O)[O-] (stereo not drawn) | 0 | -2 | -13 | 0.1 | -1.2 | -12 | -12 | 0.5 | -6
O=C(NCCN1CCOCC1)c1cc([N+](=O)[O-])cc([N+](=O)[O-])c1 | -3 | -13 | -69 | -1.6 | -4.6 | 4 | 1.4 | 0.1 | 7
